Screens (PubChem BioAssay)
APP 5'UTR act: APP 5'UTR luciferase reporter activation; actives 1% (n = 190,000); activation, % at 2 µM; SH-SY5Y APP 5'UTR luciferase reporter, luminescence; zero percent = DMSO vehicle wells; AID 1276;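 active = activation above a set limit, based on mean plus 3 SD of controls, cut at about 140% in these data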; note: values of inactives mirror those of a sister screen read the other way
ROMK mod: human ROMK K+ channel modulation, primary screen; P48048; Tet-inducible ROMK, thallium flux fluorescence; actives lie on both sides; B-score at 10 µM; actives 2% (n = 130,000); AID 1918;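 active = signal ratio slope over the read window, or its plate-corrected B-score, at least 3 SD from the plate mean, either direction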;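 note: B-score of the F/F0 ratio slope over 7 to 12 s after thallium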
STAT1 blocker: inhibitors of IFN-gamma induced STAT1 signaling; NIH 3T3 STAT1-luciferase reporter, luminescence; inhibition, % at 5.5 µM; actives 0.35% (n = 200,000);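 active = inhibition above a set limit, the mean inhibition across all tested compounds plus 3 SD, cut at about 34% in these data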;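 note: 0% = IFN-gamma with DMSO and 100% = IFN-gamma with 300 µM nifuroxazide; values of inactives mirror those of a sister screen read the other way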
STAT3 inh: reduces IL-6 driven STAT3 reporter signal; U3A cells, IL-6 STAT3-luciferase reporter, luminescence; host cell line lacks STAT1; inhibition, % at 5.5 µM; AID 862; actives 0.89% (n = 190,000);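 active = inhibition above the mean inhibition across all screened compounds plus 3 SD, cut at about 44% in these data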;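 note: 0% = DMSO only wells and 100% = 100 µM nifuroxazide control wells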
STAT1 act: increases IFN-gamma driven STAT1 reporter signal; NIH 3T3 STAT1-luciferase reporter, luminescence; 100% = IFN-gamma alone, no compound; activation (% of control), % at 5.5 µM; actives 2.6% (n = 200,000);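 active = activation above the screen-wide mean activation plus 3 SD, cut at about 130% in these data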;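 note: raw ratio to IFN-gamma control signal so 100% means no change and 0% no light; values of inactives mirror those of a sister screen read the other way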
STAT3 activator: STAT3 signaling activation | U3A cells, IL-6 STAT3-luciferase reporter, luminescence; 100% = signal with IL-6 EC80 alone | activation (% of control), % at 5.6 µM | actives 0.91% (n = 190,000) | AID 871;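 active = activation above the screen-wide mean of compound activation plus 3 SD, cut at about 130% in these data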;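 note: 0% = background luminescence of wells with medium and substrate only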
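System – human U3A cells carrying STAT3-luciferase construct · Probe or stimulus – Interleukin-6, 33 ng/mL · Schedule – compound 1 h, then IL-6 6 h at 37 °C · Signal – luminescence from STAT3-driven luciferase reporter · Evaluation – percent of IL-6-only median luminescence · Benchmarks – IL-6-only high control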
FLuc inh counter: counter-screen for luciferase assay inhibitors: firefly luciferase inhibition | P08659 | ATPLite firefly luciferase biochemical luminescence, 10 min | inhibition, % at 10 µM | actives 1.5% (n = 200,000) | AID 1006;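 active = inhibition above about 50% when tested at 10 µM, limit read from the data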
Target sequence (P08659 whole entry, looked up): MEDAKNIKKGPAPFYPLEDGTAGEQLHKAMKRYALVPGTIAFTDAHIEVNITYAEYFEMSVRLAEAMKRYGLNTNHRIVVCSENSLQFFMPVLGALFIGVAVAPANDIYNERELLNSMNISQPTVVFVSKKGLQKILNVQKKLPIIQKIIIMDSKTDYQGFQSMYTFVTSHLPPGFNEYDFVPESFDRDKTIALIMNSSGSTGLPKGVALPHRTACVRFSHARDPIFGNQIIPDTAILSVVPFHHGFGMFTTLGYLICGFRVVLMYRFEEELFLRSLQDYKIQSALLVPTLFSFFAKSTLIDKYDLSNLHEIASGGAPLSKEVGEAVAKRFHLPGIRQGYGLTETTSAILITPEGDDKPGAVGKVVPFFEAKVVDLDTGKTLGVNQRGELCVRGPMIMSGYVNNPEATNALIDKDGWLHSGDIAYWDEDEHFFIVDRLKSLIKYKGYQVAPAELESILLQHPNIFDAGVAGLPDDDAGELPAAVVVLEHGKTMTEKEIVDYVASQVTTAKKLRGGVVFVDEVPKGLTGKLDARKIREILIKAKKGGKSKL
APP transl inh: APP translation inhibition; SH-SY5Y APP 5'UTR-luciferase reporter, luminescence; inhibition, % at 2 µM; actives 0.82% (n = 190,000);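 active = inhibition above a set limit, derived from the sample mean plus 3 SD, cut at about 45% in these data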; note: values of inactives mirror those of a sister screen read the other way
FLuc act counter: affects firefly luciferase, flagging false hits in luciferase stimulation screens; ATPlite luciferase biochemical, luminescence, 10 min; 0 = ATP-free wells, 1 = DMSO control; activation factor at 10 µM; 200,000 tested, under 10 active; AID 1027;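 active = luciferase activation factor, scaled between plate controls, of at least 2 with compound at 10 µM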
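System: cell-free luciferase reagent; medium: PBS as buffer for the ATP substrate; doses: test compounds dosed from 2 mM stocks in 100% DMSO; incubation: 10 min, room temperature; measured by: luminescence from luciferase reaction; read-out: luciferase activation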
NF-kB neuron act: compounds increasing NF-kB expression in human neuronal cells. NF-kB reporter expression; hits give high values. fold change at 12.5 µM. actives 1.6% (n = 190,000). AID 1239; in the data active = fold change above about 3.3
Active calls of the source: *; nt = no result given. Hits appear at their usual frequency. About 7.1% of those tested had a hit in this group.

SMILES	APP 5'UTR act	ROMK mod	STAT1 blocker	STAT3 inh	STAT1 act	STAT3 activator	FLuc inh counter	APP transl inh	FLuc act counter	NF-kB neuron act
CC1=C(C(=O)N2CCOCC2)C(c2ccccc2F)NC(=O)N1 (stereo unspecified)	-4	-0.34	-3	7	102	99	1	4	1	0.98
COC(=O)c1cccc2c1-c1ccccc1/C2=N/O	-8	0.28	2	6	98	101	-4	8	1	1.4
CCOC(=O)CNc1c(-c2ccc(O)cc2)nc2ccc(Cl)cn12	6	nt	-17	5	115	105	10	-6	0.9	1.8
O=C(CSc1nc(-c2ccco2)cc(C(F)(F)F)n1)N1CCc2ccccc2C1	15	nt	6	-6	95	107	-3	-15	1	0.91
O=C(CSc1nc2c(c(=O)n1-c1ccc(Cl)cc1)SCC2)N1CCCC1	39	-0.0052	5	3	94	103	-7	-12	1.1	1.1
Cc1cc(C)c[n+](C[n+]2cc(C)cc(C)c2)c1	-9	0.7	-1	8	99	96	-3	9	1	1.2
Cc1cccc(N(Cc2ccc(Cl)cc2)S(C)(=O)=O)c1	6	-0.7	-2	3	100	103	-8	-6	1.1	1.2
Cc1cc2c(cc1C)C(c1cc(Br)ccc1F)CC(=O)N2 (stereo unspecified)	-21	1.4	10	11	91	93	-6	21	1.1	1.1
O=C(Nc1cccc2ccccc12)/C(=C/c1cccc([N+](=O)[O-])c1)NC(=O)c1cccs1	4	nt	-1	-10	101	108	-5	-4	1.1	0.71
Nc1nc(-c2ccccc2)cc(N2CCCCC2)n1	-94	nt	-23	0	121	104	-8	94*	1.1	1.1
CCOC(=O)c1c(-c2ncc(C(F)(F)F)cc2Cl)noc1C	4	-0.59	1	4	96	101	0	-4	1	0.99
COCC(=O)Nc1cc(OC)ccc1OC	-4	nt	7	-7	94	106	-3	4	1	0.94
CC(C)(C)c1ccc(C(=O)c2c[nH]c(C(=O)NCC3CCCO3)c2)cc1 (stereo unspecified)	23	nt	-2	5	104	104	5	-22	0.9	0.6
CCOC(=O)C1C(=O)NC(c2ccccc2)=NC1c1cccc(Br)c1 (stereo unspecified)	-1	-0.97	1	3	99	102	-4	1	1	1
N#Cc1c(N)c(C(=O)c2ccccc2)n2c1CCC2	2	nt	-5	5	105	100	-5	-2	1.1	1.1
Cc1ccc(/C=N/NC(=O)Cn2nc(C)c(Br)c2C)o1	-6	-0.79	11	5	90	100	-6	6	1.1	1.1
CCOc1ccc(CCNC(=O)CSc2cc(=O)n(CC)c3ccccc23)cc1OCC	-7	0.48	7	5	96	94	-8	7	1.1	1.2
Cc1cc(NC(=O)CCC(=O)N(c2ccc(F)cc2)C(C(=O)NC2CCCC2)c2ccncc2)no1 (stereo unspecified)	18	nt	5	-9	95	112	-3	-18	1	0.99
CC1=C(C(=O)OC(C)C)C(c2cccs2)N2C(=O)C(C)SC2=N1 (stereo unspecified)	16	0.24	6	18	94	89	-8	-16	1.1	0.78
Cn1c(COc2ccc(Cl)cc2)nnc1SCC(=O)NC1CCCCC1	2	-1	-2	-3	102	107	nt	-2	nt	nt
Cc1ccc(C(=O)N[C@H](C(=O)OCC(=O)c2ccc[nH]2)C(C)C)cc1	6	-0.12	-2	-1	102	105	-10	-6	1.1	0.83
COC(=O)CSc1nc2nc(C)c(Br)cc2[nH]1	-18	1.5	-5	0	105	105	-7	18	1.1	1.5
Cc1cccc(-n2nnnc2SCC(=O)N(CC(C)C)c2c(N)n(CC(C)C)c(=O)[nH]c2=O)c1	14	-1.3	5	15	92	91	-4	-14	1	1.4
COc1ccccc1-n1cnc2cc(C(=O)NCc3ccco3)ccc21	6	-2.2	2	5	99	99	0	-6	1	1.1
CCNC(=O)c1sc2cc(C)ccc2c1Cl	46	0.14	-33	15	128	92	45	-46	0.5	2
Remaining list, next part:
SMILES	APP 5'UTR act	ROMK mod	STAT1 blocker	STAT3 inh	STAT1 act	STAT3 activator	FLuc inh counter	APP transl inh	FLuc act counter	NF-kB neuron act
[O-][n+]1onc2c1CCc1[nH]c(-c3ccccc3)nc1-2	-19	nt	-2	2	101	99	0	18	1	1.7
COc1ccc(C(=O)C2CCN(C(=O)c3ccc(C)cc3)CC2)cc1	-8	nt	14	23	88	83	1	8	1	1.1
CC(C)OCCCn1c(=S)[nH]c2ccc(N3CCOCC3)cc2c1=O	2	-0.03	-1	16	103	91	6	-2	0.9	1.1
O=C(CN1CCN(c2nc(-c3ccccc3)cs2)CC1)NNC(=O)c1ccc(Br)cc1	3	nt	-2	-1	102	105	-9	-3	1.1	0.96
CCc1nc(SCC(=O)N2CCN(C(=O)c3ccco3)CC2)c2c3c(sc2n1)CCCC3	0	-0.56	8	9	94	96	0	0	1	0.47
O=C(Nc1cccc(Cl)c1)N(Cc1nc2ccccc2c(=O)[nH]1)Cc1cccs1	1	0.61	-4	-1	104	100	-2	0	1	0.8
CCOC(=O)C1CCN(C(=O)COc2ccc(Br)cc2Br)CC1	0	-0.35	5	1	95	103	0	0	1	1.3
Cc1cc2cc(CCNC(=O)C(=O)c3c[nH]c4ccccc34)c(=O)[nH]c2cc1C	-15	-1.9	-2	2	102	103	-5	15	1	0.56
Cc1cc(C)n(C(=O)CCNC(=O)c2ccccc2Br)n1	2	1.1	-7	6	107	99	-2	-2	1	0.95
CCCc1nc(SCC(=O)N2CCc3ccccc32)c2c(C)c(C)sc2n1	4	nt	-2	0	102	102	1	-4	1	1.5
Cc1csc(Nc2ccc(Cl)cc2)[n+]1-c1ccc(Cl)cc1	3	-0.009	6	6	93	101	-5	-3	1.1	1.4
S=C(Nc1ccc(N2CCOCC2)cc1)Nc1ccc2snnc2c1	28	-0.1	8	-3	92	106	-7	-28	1.1	1.2
Cc1cc(C)nc(SCC(=O)Nc2ncc(Cc3cccc(Cl)c3)s2)n1	-9	0.18	-5	-1	104	109	-4	9	1	1.6
CCCN(CC(=O)Nc1ccc(F)c(F)c1F)CC(=O)Nc1c(Cl)cccc1Cl	3	-0.9	2	1	98	101	-7	-3	1.1	0.91
O=C(COC(=O)C1CCCO1)Nc1cccc(C(F)(F)F)c1 (stereo unspecified)	3	0.65	8	4	91	100	-5	-4	1	1
O=C(/C=C/c1cccs1)Nc1cccnc1	62	nt	-30	-4	127	106	62*	-62	0.4	1.9
COc1ccc(OC)c2sc(NC(=O)c3ccc(Cl)s3)nc12	16	nt	1	18	99	92	3	-16	1	1.2
CCCCOc1cccc(C(=O)O)c1	-4	0.97	3	-5	97	107	-3	4	1	0.99
Cc1cc(N(CC(=O)NC2CC2)S(C)(=O)=O)ccc1Br	0	-0.25	-1	4	101	96	-5	0	1	1.1
CCOc1ccc(CN(C)CC(=O)Nc2ccc([N+](=O)[O-])cc2Cl)cc1	-12	nt	-7	-5	106	106	0	12	1	1
O=C(ON=C1CCN(S(=O)(=O)c2ccccc2)CC1)c1ccc(F)cc1	4	nt	1	10	99	94	-2	-4	1	1.1
Cn1cc(SCC(=O)N2CCN(c3ccccc3)CC2)c2ccccc21	3	nt	9	6	92	103	-6	-3	1.1	0.86
Cc1ccc(C(=O)COC(=O)CCCC(=O)Nc2cc(C(F)(F)F)ccc2Cl)cc1C	-12	nt	-3	-6	102	104	54*	12	0.5	1.1

In the list so far, these have two or more sulfur atoms:
SMILES	APP 5'UTR act	ROMK mod	STAT1 blocker	STAT3 inh	STAT1 act	STAT3 activator	FLuc inh counter	APP transl inh	FLuc act counter	NF-kB neuron act
O=C(CSc1nc2c(c(=O)n1-c1ccc(Cl)cc1)SCC2)N1CCCC1	39	-0.0052	5	3	94	103	-7	-12	1.1	1.1
CC1=C(C(=O)OC(C)C)C(c2cccs2)N2C(=O)C(C)SC2=N1 (stereo unspecified)	16	0.24	6	18	94	89	-8	-16	1.1	0.78
CCc1nc(SCC(=O)N2CCN(C(=O)c3ccco3)CC2)c2c3c(sc2n1)CCCC3	0	-0.56	8	9	94	96	0	0	1	0.47
CCCc1nc(SCC(=O)N2CCc3ccccc32)c2c(C)c(C)sc2n1	4	nt	-2	0	102	102	1	-4	1	1.5
S=C(Nc1ccc(N2CCOCC2)cc1)Nc1ccc2snnc2c1	28	-0.1	8	-3	92	106	-7	-28	1.1	1.2
Cc1cc(C)nc(SCC(=O)Nc2ncc(Cc3cccc(Cl)c3)s2)n1	-9	0.18	-5	-1	104	109	-4	9	1	1.6
COc1ccc(OC)c2sc(NC(=O)c3ccc(Cl)s3)nc12	16	nt	1	18	99	92	3	-16	1	1.2

Just APP 5'UTR act, for 2 of the compounds above:
| canonical_smiles | APP 5'UTR act |
| --- | --- |
| CCCCOc1cccc(C(=O)O)c1 | -4 |
| Cc1cc(NC(=O)CCC(=O)N(c2ccc(F)cc2)C(C(=O)NC2CCCC2)c2ccncc2)no1 (stereo unspecified) | 18 |
